# Compound activity from PubChem BioAssay.
# cardiac RTF act – cardiac RTF calcium sensitivity activators, primary screen, biochemical, IANBD-TnC fluorescence, EC20 calcium | actives 0.24% (n = 340,000) | Troponin I, cardiac muscle (Homo sapiens) + Troponin T, cardiac muscle (Homo sapiens) + … | IANBD-labeled TnC RTF fluorescence at EC20 calcium; 0% EC20 calcium, 100% full calcium | activation, % at 7.2 µM;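 active means activation above the mean over all tested compounds plus 3 SD, cut at about 30% in these data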;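 further: rise in fluorescence read as greater calcium sensitivity of cardiac thin filaments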
# Keap1 Nrf2 FP – Keap1-Nrf2 protein-protein interaction inhibitors, primary screen, biochemical, fluorescence polarization, single point | Kelch-like ECH-associated protein 1 (Homo sapiens), Q14145 | Keap1 Kelch-Nrf2 peptide fluorescence polarization, 1536-well | inhibition, % at 9.4 µM | actives 0.15% (n = 340,000); in the data active means inhibition above about 12%;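 further: human Keap1 Kelch domain with fluorescein labeled Nrf2 9mer peptide probe; 0% = neutral control wells and 100% = peptide positive control; higher means more block of Keap1 binding to Nrf2 peptide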
# C-LANA FP – inhibitors of KSHV C-LANA binding to DNA, primary screen, biochemical, fluorescence polarization, FAM-LBS DNA, MBP-C-LANA, single point; Kaposi's sarcoma herpesvirus LANA C-terminal domain (residues 932-1162) DNA binding; inhibition, % at 9 µM; actives 0.078% (n = 340,000);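 active means highest replicate inhibition at or above 60% at 9 µM, even if other replicates fall short; inactive means all replicates below 60% inhibition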;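 further: 0% = neutral control wells and 100% = 4 µM acridine orange control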
# PvdQ acylase – P. aeruginosa PvdQ acylase inhibitors, primary screen, biochemical, fluorescence, plate reader and imaging, single point | PvdQ acylase [Pseudomonas aeruginosa LESB58] | purified PvdQ acylase | inhibition, % at 10 µM | actives 0.063% (n = 340,000); in the data active means inhibition above about 30%, passing the limit was not always enough;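 further: 0% = vehicle neutral wells and 100% = reference inhibitor wells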
# CDK5 inh – inhibitors of human CDK5/p35 kinase, primary screen, biochemical, single concentration; Cyclin-dependent kinase 5 (Homo sapiens) + Cyclin-dependent kinase 5 activator 1 (Homo …; Recombinant CDK5/p35, ADP-Glo luminescence, 60 min; inhibition, % at 10 µM; actives 0.01% (n = 330,000);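 active means highest replicate inhibition of at least 50% and at least 75% of replicates reaching 50%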;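 further: plate controls were DMSO neutral control for no effect and GW8510 at 10 µM for full effect; many of its hits are not listed in these tables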
# dFosB act – activators of delta FosB homodimer, primary screen, biochemical, fluorescence polarization, TAMRA-CDK5 oligo, single point; Protein FosB (Mus musculus), P13346; purified delta FosB; percent of positive-control signal above neutral wells; activation, % at 25 µM; actives 0.99% (n = 340,000); AID 493131, 2011;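 active means mean activation above about 17%, with every replicate also reaching it, limit read from the data, passing the limit was not always enough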;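 further: fluorescence polarization rise as delta FosB binds a TAMRA Cdk5 AP-1 oligo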
# SUMO Mot1 rescue – yeast Mot1-301 growth rescue at high temperature, primary screen, SUMOylation pathway inhibitor project, S. cerevisiae, ATP luminescence, 38.5C; S. cerevisiae Mot1-301 growth rescue; percent above DMSO median, 100 means doubled; growth rescue, % at 18.8 µM; actives 1% (n = 320,000);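 active means every valid replicate shows activation above 250% relative to neutral control wells; inactive means the rest, any valid replicate at or below 250%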;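 further: OY570 slx delta 5 strain wells were the positive control but not used for scaling; some compounds called inactive have numbers as strong as hits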
# PfHsp90 set2 – growth inhibition of PfHsp90-expressing yeast, primary screen, antimalarial PfHsp90 inhibitor project, S. cerevisiae, BacTiter-Glo luminescence, single point, set 2; BacTiter-Glo ATP, 48 h; yeast lacking PDR1 and PDR3 efflux regulators; inhibition, % at 9.4 µM; actives 0.32% (n = 310,000); AID 504621, 2011;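 active means every replicate shows inhibition above about 80%, whatever the replicate mean, limit read from the data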;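 further: 0% = DMSO neutral controls and 100% = 20 µM radicicol positive controls; yeast relying on Plasmodium falciparum Hsp90 in place of its own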
# Cardiac RTF inh – cardiac RTF calcium sensitivity inhibitors, primary screen, biochemical, IANBD-TnC fluorescence, EC70 calcium. actives 0.12% (n = 340,000). Troponin I, cardiac muscle (Homo sapiens) + Troponin T, cardiac muscle (Homo sapiens) + …. inhibition, % at 7.15 µM. IANBD-labeled cardiac RTF, Ca2+ fluorescence. AID 493244, 2011;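 active means inhibition above the mean inhibition of all tested compounds plus 3 SD, cut at about 17% in these data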;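 further: assay run at fixed EC70 calcium of 1.6 mM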
# Rtt109 HAT inh – inhibitors of C. albicans Rtt109/Vps75 HAT, primary screen, biochemical, ThioGlo CoA-SH fluorescence, plate reader. purified Rtt109/Vps75, 4 h. actives 0.16% (n = 330,000). inhibition, % at 34.9 µM;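 active means inhibition of at least 50% in every replicate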
# NSD2 HMT inh – NSD2 histone methyltransferase inhibitors, primary screen, biochemical, AlphaScreen, single concentration, set 2 | Histone-lysine N-methyltransferase NSD2 (Homo sapiens), O96028 | NSD2 peptide methylation, 120 min | inhibition, % at 12.5 µM | actives 0.54% (n = 310,000) | AID 743445, 2014; in the data active means inhibition above about 50%
# Target sequence (O96028 whole entry, looked up): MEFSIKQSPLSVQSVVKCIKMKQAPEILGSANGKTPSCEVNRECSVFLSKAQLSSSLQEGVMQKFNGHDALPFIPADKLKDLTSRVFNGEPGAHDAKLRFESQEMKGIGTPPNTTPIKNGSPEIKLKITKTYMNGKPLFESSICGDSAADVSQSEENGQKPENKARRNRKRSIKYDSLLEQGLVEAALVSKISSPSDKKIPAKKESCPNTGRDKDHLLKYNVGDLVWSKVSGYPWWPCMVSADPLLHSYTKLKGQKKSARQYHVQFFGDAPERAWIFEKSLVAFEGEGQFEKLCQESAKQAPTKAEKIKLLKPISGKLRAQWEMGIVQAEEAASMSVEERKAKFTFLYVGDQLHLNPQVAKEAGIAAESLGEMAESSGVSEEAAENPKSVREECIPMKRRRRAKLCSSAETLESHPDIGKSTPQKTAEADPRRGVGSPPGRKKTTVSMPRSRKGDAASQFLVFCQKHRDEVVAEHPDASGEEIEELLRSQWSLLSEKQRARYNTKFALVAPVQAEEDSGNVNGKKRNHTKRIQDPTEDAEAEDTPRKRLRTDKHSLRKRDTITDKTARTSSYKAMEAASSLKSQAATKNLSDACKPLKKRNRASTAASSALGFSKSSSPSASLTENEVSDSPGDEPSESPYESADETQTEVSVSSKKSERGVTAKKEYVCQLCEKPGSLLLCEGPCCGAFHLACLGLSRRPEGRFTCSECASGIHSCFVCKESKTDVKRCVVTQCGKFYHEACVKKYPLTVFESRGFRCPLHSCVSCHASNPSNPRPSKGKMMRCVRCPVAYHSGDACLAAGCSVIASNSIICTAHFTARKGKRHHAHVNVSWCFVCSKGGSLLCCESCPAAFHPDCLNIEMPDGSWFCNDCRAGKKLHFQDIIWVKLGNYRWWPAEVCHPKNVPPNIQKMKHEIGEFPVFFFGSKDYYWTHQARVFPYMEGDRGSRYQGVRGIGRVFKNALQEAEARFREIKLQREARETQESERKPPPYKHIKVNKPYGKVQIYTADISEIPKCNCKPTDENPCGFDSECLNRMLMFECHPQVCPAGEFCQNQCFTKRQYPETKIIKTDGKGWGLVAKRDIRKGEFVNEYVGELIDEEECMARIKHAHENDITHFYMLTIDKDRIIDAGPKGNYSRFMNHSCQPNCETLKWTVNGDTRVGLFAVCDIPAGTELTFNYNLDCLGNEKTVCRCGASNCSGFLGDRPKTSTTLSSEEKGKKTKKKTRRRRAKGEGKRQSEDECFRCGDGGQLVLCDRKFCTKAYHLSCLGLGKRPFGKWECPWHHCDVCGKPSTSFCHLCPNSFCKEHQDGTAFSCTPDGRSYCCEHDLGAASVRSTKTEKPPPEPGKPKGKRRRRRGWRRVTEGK
# * marks the source's active call; other numbers are inactive results; nt = not tested or not shown. Only part of the results is shown; count on the stated rates, not on these rows.
SMILES,cardiac RTF act,Keap1 Nrf2 FP,C-LANA FP,PvdQ acylase,CDK5 inh,dFosB act,SUMO Mot1 rescue,PfHsp90 set2,Cardiac RTF inh,Rtt109 HAT inh,NSD2 HMT inh
ClCCN(CCCl)c1ccc(C2=NCCc3ccccc32)cc1,-4,-3,-0.2,-10,0.9,-1,nt,nt,1,17,1
O=C1NC(=O)C(C(CC(=O)c2ccccc2)c2ccccc2)C(=O)N1 (stereo unspecified),1,3,-1.0,-11,-2.6,-3,-13,nt,-6,-8,nt
COc1cc2c(cc1OC)C(C)NCC2 (stereo unspecified),11,-6,-1.2,-20,-0.9,3,-12,3,-7,-23,nt
Cc1ccc(N2C(=O)NC(=O)/C(=C\c3ccoc3)C2=O)cc1,16,-47,-6.3,-5,-9.2,-7,0,6,-40,7,26
COC(=O)C1=C(c2ccccc2)C[C@@H]2CC[C@H]1N2C(=O)NCc1ccc(F)cc1,-6,0,0.7,-8,0.9,-9,-1,-1,-9,-3,nt
O=c1ccc2c(O)c3ccoc3cc2o1,2,1,0.7,-9,-1.1,-5,nt,-8,-9,2,nt
c1csc(CN2CCNCC2)c1,-1,1,1.5,-13,1.1,3,1,-24,0,-5,-1
CCOP(=O)(OCC)C(NC(=O)C(C)C)C(Cl)(Cl)Cl (stereo unspecified),2,-3,-0.7,-26,-2.7,2,136,19,-9,-7,-1
Cc1nn(CC(C)C)c(Cl)c1C(=O)NC1CCC(C)CC1 (stereo unspecified),-14,1,1.4,-13,0.6,6,-19,nt,-5,-5,-1
Cn1c(O)c(C=NC2CCCCC2)c(=O)[nH]c1=S,-1,-1,0.4,-8,-0.4,-3,-7,1,6,nt,1
COc1cc(CN2CCN(c3cc(C)ccc3C)CC2)ccc1O,2,-1,-0.4,-13,1.6,-1,1,-1,-11,-9,2
CCOP1(=S)Oc2cc3c(cc2C(C(=O)OC)(C(F)(F)F)O1)OCO3 (stereo unspecified),-6,0,1.2,-13,-0.1,-2,3,-7,3,-2,-1
O=C1NC(=O)N(CCc2ccc(F)cc2)C(=O)/C1=C\C=C\c1ccccc1,2,3,0.6,-12,1.8,-4,nt,nt,-11,8,2
O=C1CCN(C(=O)Cc2ccccc2[N+](=O)[O-])CC1,9,-5,-0.7,0,-1.4,5,nt,-2,-24,-21,0
C=C1C(=O)O[C@@H]2C[C@@H](C)[C@H]3C=CC(=O)[C@]3(O)C[C@@H]12,7,-11,2.0,-11,-0.3,-3,108,-62,-8,5,nt
O=C1NC(=S)NC(=O)C12C(c1ccc(F)cc1)NC(=S)NC2c1ccc(F)cc1 (stereo unspecified),6,-4,1.2,-8,-0.8,-2,-13,nt,-12,3,24
C(CCc1nn[nH]n1)CCc1nn[nH]n1,6,3,1.4,-1,0.1,3,-2,-10,-14,-1,-1
COCCNC(=O)Cn1cc(C(=O)c2ccccc2F)c2ccccc21,-7,-4,-1.5,0,-0.8,1,-13,9,-3,1,0
COc1ccc(/C=C2/C(=O)NC(=S)N(C3CC3)C2=O)cc1CN1C(=O)c2ccccc2C1=O,-1,1,-4.4,-6,0.8,-11,-16,-22,-5,8,16
CCC(C)N1C(=O)NC(=O)C2(Cc3c(ccc4ccccc34)N(C)C2)C1=O (stereo unspecified),0,4,1.6,-9,nt,-12,17,1,-22,10,9
Cc1oc(-c2ccccc2)nc1CN1C(=O)CN=C(c2ccccc2)c2ccccc21,4,-4,-0.8,-16,-2.1,-6,18,12,-11,11,nt
C=C(C)[C@H]1CN[C@H](C(=O)O)[C@H]1CC(=O)O,1,-3,1.8,2,0.1,-4,-3,4,2,14,nt
CCCC[N+]12C3C[C@H](C4[C@H](O)[C@]5(C[C@@H]41)c1ccccc1N(C)[C@@H]35)[C@H](CC)[C@H]2O (stereo partly specified),-5,-3,-0.3,-12,-0.3,-6,37,9,-10,3,-4
Cc1cccc(N2C(=O)/C(=C/c3ccc(CN(CCC#N)S(C)(=O)=O)o3)C(=O)NC2=S)c1,-3,-9,4.2,-7,-16,-7,-1,-14,-13,29,nt
CN1CCc2cccc(Cl)c2CC1,8,-2,0.9,2,0.3,-3,-3,-13,11,12,nt
COc1ccccc1C1=NCc2nnc(C)n2-c2ccc(Cl)cc21,-4,-5,-0.7,-10,0.9,2,-11,9,-1,-4,-3
COc1ccc(C2=NCC(=S)Nc3ccc(Cl)cc32)cc1Cl,3,-5,-0.2,-23,-4.5,-6,-4,30,-9,1,10
Cn1cc(C(=O)OCC(=O)N2CCCC2)c2ccccc21,1,3,0.4,-11,-1.2,0,1,2,-8,1,-2
CCC(COC(=O)NC)NC(=O)Oc1cccc(C)c1 (stereo unspecified),0,0,-1.4,-10,0.6,-5,-8,-7,-5,4,2
CC(C)(C)N1Cc2ccccc2C1=N,0,-3,0.2,-15,-2.6,3,-3,31,-28,1,4
CCCCCCOc1ccc(CN2CCN(CC)CC2)cc1,2,2,-0.4,0,-0.6,-5,10,3,-11,0,32
N#CC(Br)Br,-1,-6,6.1,7,-1.0,-1,166,8,-4,4,nt
CCCN1C2CCCC1CC(NC(C)=O)C2 (stereo unspecified),-6,0,-1.5,-11,1.7,-3,2,-13,-3,-7,5
O=C(Nc1cccc(OC(=O)N2CCOCC2)c1)N1CCOCC1,3,0,1.5,-8,-1.0,11,-16,8,-4,0,-1
Cc1ccsc1C(=O)C1CCCN(Cc2ccccc2O)C1 (stereo unspecified),2,-1,-0.6,-2,-0.7,-2,nt,-14,2,5,-3
Cn1nc(N)c2c1N=P(N1CCOCC1)(N1CCOCC1)N=C2c1ccccc1,-2,-3,1.8,-16,2.9,-10,111,-14,-16,5,-2
COc1cc(C(=S)N2CCOCC2)cc(OC)c1OC(=O)Cc1ccccc1,6,1,1.3,-14,0.0,-11,-12,5,-7,-2,2
O=C(COC(=O)Cc1ccccc1)Nc1ccc(SC(F)F)cc1,-1,-7,-0.2,-1,0.0,-5,-6,6,-1,-16,-4
COC(=O)C1=C(c2cc3ccccc3s2)C[C@@H]2CC[C@H]1N2C(=O)N1CCOCC1,-9,-6,0.7,7,2.3,0,-35,5,-3,20,nt
Cc1cccc(CN2CCN(Cc3ccc(Cl)cc3)CC2)c1,-1,-2,-0.3,-6,0.4,-2,171,17,6,4,10
C[C@]12CC[C@H](O)C[C@H]1CC[C@@H]1[C@@H]2C[C@@H](O)[C@]2(C)[C@@H](C3=CC(=O)OC3)CC[C@]12O,4,-3,1.3,6,0.9,4,16,-30,9,5,nt
CN1C(=O)C(C2(C#N)CCCCC2)C(=O)N(C)C1=O,1,-3,0.2,-18,-0.1,-4,-13,-8,-7,-5,3
CCn1c(O)c(/C(C)=N/N2CCCCC2c2cccnc2)c(=O)[nH]c1=S (stereo unspecified),-1,-10,-0.2,1,0.3,-5,7,-70,1,2,0
COC(=O)C1=C(c2cc3ccccc3s2)C[C@@H]2CC[C@H]1N2C,-1,0,8.1,-6,-0.8,-3,-20,7,2,2,nt
COC(=O)C1=C(c2c(C)noc2C)C[C@@H]2CC[C@H]1N2C(=O)NCCCOC(C)C,8,0,1.2,2,-2.2,5,-12,3,-2,-5,nt
O=C(NC(=O)N1CCC2(CC1)OCCO2)c1ccc(Cl)cc1,7,2,6.3,2,-1.8,-3,-10,4,-2,16,5
CC1=CC(=O)NP(=O)(Oc2ccc3ccccc3c2)N1 (stereo unspecified),-4,-4,0.9,-7,-1.4,3,3,-7,-1,-5,-2
CN(C)CCN=Cc1c(O)n(Cc2ccc3c(c2)OCO3)c(=S)[nH]c1=O,3,-4,0.6,10,0.4,-5,1,-10,5,9,3
O=C(Cc1ccccc1)OCCNC(=O)c1cccnc1,0,-9,-0.7,-9,0.3,0,91,-4,-3,3,0
COC(=O)C1=C(c2cc3ccccc3o2)C[C@@H]2CC[C@H]1N2C(=O)N1CCOCC1,0,-1,-0.5,-13,0.0,-9,-28,-21,-8,-10,nt
CC1CN=C(Nc2ccccc2)S1 (stereo unspecified),4,-2,-2.0,-6,1.3,5,-18,-2,-4,nt,nt
COc1cc(/C=C2/C(=O)NC(=O)N(c3ccccc3)C2=O)ccc1O,-7,6,12,2,0.5,2,11,10,-2,9,7
O=c1[nH]c(=O)n(-c2ccccc2F)c(O)c1/C=C1\C=Nc2ccccc21,-3,-8,1.7,-11,0.2,3,-17,-12,-12,0,8
CCOC(=O)c1c(N)n(CCN2CCCCC2)c2nc3ccccc3nc12,1,1,-0.8,-10,-0.1,6,-7,-5,-1,-68,-10
O=C(CSc1ccccc1)N1CCC2(CC1)OCCO2,7,-5,-1.0,-24,-4.3,2,-21,-4,-3,-5,-1
CCCC1=C(C(=O)OCC)C2(C(=O)Nc3ccc(C)cc32)C(C#N)=C(N)O1 (stereo unspecified),-3,-2,-0.6,-10,-0.6,-14,-6,nt,0,8,0
CCN(CC)C(=O)c1ccc(N2C(=O)C3CC=C(Cl)CC3C2=O)cc1 (stereo unspecified),6,-4,0.8,-26,-3.0,5,-2,nt,-7,-8,-5
CCC(=Nc1ccccc1NC(C)=O)c1c(O)n(C)c(=O)n(C)c1=O,-2,-1,-0.1,-4,-2.3,0,-3,2,3,-5,6
O=c1c2ccccc2nc(/C=C/c2ccccc2F)n1-c1ccccc1O,-5,1,-0.3,2,1.1,-9,-16,8,-1,0,1
CC(C)=CCN1CC[C@@]2(C)c3cc(O)ccc3CC1C2C (stereo partly specified),-2,2,-0.4,-5,-1.6,-1,nt,nt,0,2,nt
COc1cc2c(cc1O)C[C@H]1c3c(cc(O)c(OC)c3-2)CCN1C,-1,-2,0.5,-4,3.5,6,135,12,1,5,nt
COc1ccc(NC(=O)c2cn(CCC#N)nc2-c2cccc([N+](=O)[O-])c2)cc1,4,-5,0.1,-13,3.3,-9,0,-61,-3,7,0
CC(=O)N1CN2CN(C1)CN(C(C)=O)C2,-2,-8,2.9,5,0.7,2,-2,-9,5,1,0
